High-throughput results deposited in PubChem by Southern Research Specialized Biocontainment Screening Center.
H1N1 NS1A inhibition – H1N1 influenza NS1A inhibitors, functional cell based assay (AID 504329); NS1A functional cell-based assay, percent inhibition; higher % means a stronger effect; inhibition, % at 12.5 µM; hits with a dose series show IC50 in µM; 340,000 compounds, 0.3% hits; in the data active means a potency from the dose series; inconclusive means inhibition above about 27% without an active follow-up result; further: strong numbers were not always called active
H37Rv inhibition – M. tuberculosis growth inhibition, HTS (AID 449762); M. tuberculosis H37Rv growth inhibition, 7H9 media; higher % means a stronger effect; inhibition, % at 25 µM; hits with a dose series show IC50 in µM; 330,000 compounds, 0.59% hits; in the data active means a potency from the dose series; inconclusive means inhibition above about 70% without an active follow-up result;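 further: bacterial growth assessed after seven days of incubation; strong numbers were not always called active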
VEEV TC-83 Vero – inhibitors of VEEV TC-83 cytopathic effect, confirmation, Vero cells (AID 588727). Vero cells, VEEV TC-83 cytopathic effect inhibition; higher % means a stronger effect. inhibition, % at 20 µM; hits with a dose series show IC50 in µM. 350,000 compounds, 0.13% hits; in the data active means a potency from the dose series; inconclusive means inhibition mostly from about 14% at the one dose, without a potency; inactive means the rest, 99 in 100 with inhibition below about 12%; further: strong numbers were not always called active
M. tuberculosis – growth inhibition of non-replicating M. tuberculosis (AID 488890); Mycobacterium tuberculosis non-replicating, growth inhibition; higher % means a stronger effect; one-dose inhibition, % at 25 µM; IC50 in µM for titrated hits; 320,000 compounds, 0.39% hits; in the data active means a potency from the dose series; inconclusive means inhibition mostly from about 82% at the one dose, without a potency; inactive means the rest, 99 in 100 with inhibition below about 76%;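 further: plate controls were DMSO cells for no effect and high antibiotic wells for full effect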
PhoP GFP inhibition – PhoP regulon inhibitors, Salmonella typhi PhoP promoter GFP reporter, confirmatory (AID 1850). Salmonella Typhi PhoP-promoter GFP reporter, fluorescence, 4 h; higher % means a stronger effect. one-dose inhibition, % at 50 µM; IC50 in µM for titrated hits. 310,000 compounds, 0.33% hits; in the data active means a potency from the dose series; inconclusive means inhibition mostly from about 25% at the one dose, without a potency; inactive means the rest, 99 in 100 with inhibition below about 19%;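 further: 0% = induced wells with vehicle and 100% = uninduced wells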
VEEV TC-83 Vero 10K pilot screen – second read-out of VEEV TC-83 Vero, no call of its own (marks repeat the call); inhibition, %; measured here: 10K pilot screen inhibition
Numbers without * were called inactive; i = inactive; ? = inconclusive; · = no result given.

Start of the listing, in advance (three entries):
SMILES	H1N1 NS1A inhibition	H37Rv inhibition	VEEV TC-83 Vero	M. tuberculosis	PhoP GFP inhibition	others
Cc1cc(C)c2c(c1)-c1c(ssc1=S)C(C)(C)N2C(=O)CSc1nncn1C	9%	2%	1.6%	2%	7%
O=C(NC(=S)Nc1ccccc1Br)C1CCCC1	-12%	-5%	4.3%	?	-7%
COc1ccc(-c2sc3cc(OC)c(OC)cc3c2C#CC2(O)CCCCC2)cc1	-1%	?	4.9%	40%	·

This part in full, from the start:
SMILES	H1N1 NS1A inhibition	H37Rv inhibition	VEEV TC-83 Vero	M. tuberculosis	PhoP GFP inhibition	others
Cc1cc(C)c2c(c1)-c1c(ssc1=S)C(C)(C)N2C(=O)CSc1nncn1C	9%	2%	1.6%	2%	7%
O=C(NC(=S)Nc1ccccc1Br)C1CCCC1	-12%	-5%	4.3%	?	-7%
COc1ccc(-c2sc3cc(OC)c(OC)cc3c2C#CC2(O)CCCCC2)cc1	-1%	?	4.9%	40%	·
Cc1ccc2cc(N)ccc2n1	12%	·	0.3%	·	·
CCOc1ccc(NC(=O)C2CCCN(C(=O)NCc3ccccc3)C2)cc1 (configuration not stated)	7%	-1%	0.3%	18%	-14%
O=C(COc1ccc2c3c(c(=O)oc2c1)CCC3)NCCN1CCOCC1	3%	4%	i	0%	-8%
O=C(CN1CCCCC1)N1c2ccccc2Sc2ccc(C(F)(F)F)cc21	-4%	6%	0.1%	7%	21%
C(=N\Nc1nc(Nc2ccccc2)nc(Nc2ccccc2)n1)/c1ccncc1	-5%	1%	0.8%	2%	3%	VEEV TC-83 Vero 10K pilot screen=0.6
COCCCNC(=S)N1CCC(NC(=O)Nc2ccc(C)cc2)CC1	-1%	-1%	0.6%	3%	15%
COc1cccc(C(=O)CN(C(=O)c2ccc(Cl)c(Cl)c2)N2C(=O)c3ccccc3C2=O)c1	-15%	-2%	3.8%	25%	-1%
Cc1cc(C(=O)NCc2ccc(F)cc2)c2ccccc2n1	-11%	0%	0.1%	1%	-11%
CC(C)C(c1nnnn1Cc1ccccc1)N1CCc2ccccc2C1 (configuration not stated)	-3%	-9%	i	·	9%
CC1CCC2C(=O)N(c3ccc(Cc4ccncc4)cc3)C(=O)C2C1 (configuration not stated)	10%	2%	0.1%	2%	2%
COc1ccccc1CNC(=O)C(NC(=O)c1ccccc1)C(C)C (configuration not stated)	-5%	7%	0.5%	29%	2%
O=[N+]([O-])c1cccc(SSc2cccc([N+](=O)[O-])c2)c1	4%	·	7.8%	·	·
Cc1ccnc2nc(C(=O)N3CCN(S(=O)(=O)c4ccccc4)CC3)nn12	-5%	5%	0.6%	-6%	-4%
C=CCNC(=O)c1ccccc1NC(=O)c1ccc(Cl)c(S(=O)(=O)Nc2ccccc2)c1	4%	-4%	3.0%	29%	-3%
Cc1cccc(CSc2cn(CC(=O)N3CCOCC3)c3ccccc23)c1	3%	6%	5.3%	4%	6%	VEEV TC-83 Vero 10K pilot screen=7.4
COc1ccc(N2CCN(C(=O)CN3C(=O)NC4(CCCCCC4)C3=O)CC2)cc1	-5%	-1%	2.1%	25%	·
O=C(C1CCC1)N1CCc2cc(S(=O)(=O)Nc3ccc4c(c3)OCO4)ccc21	-5%	0%	i	19%	-1%	VEEV TC-83 Vero 10K pilot screen=1.2

Four entries picked at random from those above, as already listed:
SMILES	H1N1 NS1A inhibition	H37Rv inhibition	VEEV TC-83 Vero	M. tuberculosis	PhoP GFP inhibition	others
Cc1cccc(CSc2cn(CC(=O)N3CCOCC3)c3ccccc23)c1	3%	6%	5.3%	4%	6%	VEEV TC-83 Vero 10K pilot screen=7.4
O=C(CN1CCCCC1)N1c2ccccc2Sc2ccc(C(F)(F)F)cc21	-4%	6%	0.1%	7%	21%
COc1ccc(-c2sc3cc(OC)c(OC)cc3c2C#CC2(O)CCCCC2)cc1	-1%	?	4.9%	40%	·
COc1ccc(N2CCN(C(=O)CN3C(=O)NC4(CCCCCC4)C3=O)CC2)cc1	-5%	-1%	2.1%	25%	·

Additional structures.
SMILES	H1N1 NS1A inhibition	H37Rv inhibition	VEEV TC-83 Vero	M. tuberculosis	PhoP GFP inhibition	others
O=C(Nc1cccc(-c2ccc(N3CCCCC3)nn2)c1)c1ccc(Br)o1	-2%	17µM*	2.2%	58%	4%
CCCCN(C)C(=O)C1CCN(Cc2ccc(OCc3ccccc3)cc2)CC1	15%	0%	i	54%	11%
O=C(O)C1Cc2[nH]cnc2C(c2cccc([N+](=O)[O-])c2)N1 (configuration not stated)	-3%	2%	i	13%	3%
Cc1ccc(NC(=O)c2ccc(=O)[nH]n2)cc1S(=O)(=O)Nc1ccccc1Cl	-15%	-2%	1.2%	-1%	·
CC1CCN(c2ccc(C(=O)Nc3ccc4c(c3)OCO4)cc2[N+](=O)[O-])CC1	3%	67%	2.1%	?	-4%
COc1ccc(N(C)S(=O)(=O)c2cccc(C(=O)NCc3ccc(C)cc3)c2)cc1	-10%	-9%	4.9%	3%	·
COc1ccc(Nc2nc(-c3cccs3)nc3ccccc23)c(OC)c1	-10%	61%	11%	15%	-6%
COc1ccc(Nc2cc(C)nc3nc(C)nn23)cc1Cl	3%	-4%	0.1%	-1%	4%
Cn1c(CC(=O)Nc2ccccc2F)nnc1SCC(=O)NC1CCCCC1	2%	3%	0.5%	-14%	-41%
CCc1cccc(CC)c1NC(=O)COC(=O)Cc1ccsc1	-1%	-2%	1.4%	1%	-5%
O=C(c1sc2ccccc2c1Cl)N(Cc1ccccc1Cl)C1CCS(=O)(=O)C1 (configuration not stated)	4%	-3%	i	17%	10%
COc1ccccc1C(=O)Nc1ccc(OCC(=O)N2CCCCC2)cc1	-10%	8%	0.1%	42%	·
O=C(CNC(=O)c1ccc(Cl)cc1)N/N=C/C=C/c1ccccc1	-4%	1%	0.3%	16%	-4%
CC1=C(C(N)=O)C(c2cccc(OCc3ccccc3)c2)n2nnnc2N1 (configuration not stated)	4%	12%	3.9%	23%	-6%
Cc1cc(C)nc(N(C#N)CN2C(=O)c3ccccc3C2=O)n1	-9%	0%	3.4%	9%	-11%
COc1ccc(C2=Nn3c(nnc3-c3ccccc3OC)SC2)cc1OC1CCCC1	17%	63%	?	68%	·
CCOc1ccc2nc(CN3CCN(Cc4ccsc4)C(CCO)C3)ccc2c1 (configuration not stated)	-23%	-5%	1.2%	72%	-2%
O=C(Nc1ccc(O)cc1)c1c(O)c2c([nH]c1=O)CCCC2	4%	·	1.3%	·	·	VEEV TC-83 Vero 10K pilot screen=2.3
CCOc1ccc(C(C(=O)NCCOC)N(CCOC)C(=O)CCC(=O)Nc2ccccn2)cc1 (configuration not stated)	-2%	-4%	0.2%	-1%	3%
Cc1ccc(S(=O)(=O)NNC(=O)c2cc(C)c(C)cc2N)cc1	0%	·	4.3%	·	·
O=C(O)c1ccc(Cl)c(N2C(=O)Nc3ccccc3N2O)c1	-4%	16%	0.9%	1%	-23%
Cc1ccccc1C(=O)NC(C)c1ccc2c(c1)CCCC2 (configuration not stated)	8%	4%	i	15%	-9%
O=C1C(Cl)=C(Nc2ccccc2O)C(=O)N1c1ccccc1	1%	?	2.9%	65%	4%
CC(=O)CC(=O)Nc1ccn(-c2ccccc2)n1	11%	?	3.1%	0%	5%
CC(=O)N1CCc2cc(S(=O)(=O)NCC(=O)NCc3ccc(Cl)cc3)ccc21	2%	2%	0.4%	6%	9%
CCC1CCCCN1S(=O)(=O)c1ccc2[nH]c(=O)ccc2c1 (configuration not stated)	1%	-10%	1.5%	6%	-7%
CCN=C1S/C(=C\c2cn(CC(=O)NCCOC)c3ccccc23)C(=O)N1CC	10%	1%	7.9%	6%	-3%
COc1ccc(Cl)cc1N1C(=O)C2CCCN2C1c1ccc(F)cc1 (configuration not stated)	0%	0%	0.5%	25%	-14%
CC(Cc1nnc(SCC(=O)O)n1N)c1ccccc1 (configuration not stated)	-4%	8%	i	-4%	1%
CSc1nnc2ccc(-c3ccccn3)nn12	-8%	-5%	1.4%	-11%	7%
COc1ccc(/C=C/C(=O)NC2CCCCCC2)cc1S(=O)(=O)N1CCOCC1	-1%	0%	0.6%	11%	-1%
COC(=O)c1cc(C#N)c(OC)nc1C	1%	-4%	0.7%	-2%	14%
COc1ccc(-c2csc(NCCc3nc4cc(Cl)c(N5CCCCC5)cc4n3CCOCCO)n2)cc1	2%	63%	6.1%	19%	-3%
NC(=O)COC(=O)c1cc([N+](=O)[O-])ccc1NCCO	12%	8%	10%	-2%	-9%
CC1(C)CC(N2CN(C3CCCCC3)CC2=O)CC(C)(C)N1	2%	-5%	i	-1%	-14%
COc1ccc(N(CC(=O)NC2CCCC2)C(=O)Cn2nnc(-c3ccc(C)o3)n2)c(OC)c1	-4%	·	1.4%	·	·
CCCCN(C(=O)C(C)N1C(=O)c2ccccc2C1=O)c1c(N)n(CC(C)C)c(=O)[nH]c1=O (configuration not stated)	-4%	3%	0.1%	10%	·
Cc1ccc(C2C(C=Nc3c(C)n(C)n(-c4ccccc4)c3=O)=C(c3ccccc3)Oc3ccccc32)cc1 (configuration not stated)	>100µM*	4%	5.4%	17%	10%
Cc1nc(Nc2ccc(C(=O)O)cc2)sc1-c1ccccc1	-7%	15%	i	0%	-2%
CCOC(=O)Nc1ccc2nc(N3CCCCCC3)sc2c1	-2%	1%	2.7%	54%	-3%
Cc1ccc(-n2ncc3c(NCc4cccnc4)ncnc32)c(C)c1	3%	-6%	1.7%	6%	13%
Cc1ccc(S(=O)(=O)Oc2ccccc2/C=C2/SC(=O)NC2=O)cc1	-10%	5%	0.3%	80%	-12%
O=C(CSc1nc2cc(Cl)ccc2o1)NC1CC1	-11%	25%	2.8%	?	·
O=C(Nc1cccc(S(=O)(=O)N2CCOCC2)c1)c1cc([N+](=O)[O-])ccc1N1CCOCC1	-5%	-7%	1.9%	2%	10%
COc1ccc(Oc2nc3ccccc3nc2C(F)(F)F)cc1	-8%	-9%	3.9%	7%	-2%
COC(C[C@@H]1O[C@H]1[C@H](O)[C@@H](C)OCc1ccccc1)OC	·	0%	·	-6%	6%
COc1cccc(-c2nn[nH]n2)c1O	2%	-3%	0.5%	3%	1%
CCOC(=O)C1CN(S(=O)(=O)c2ccc(OC)cc2)c2ccccc2O1 (configuration not stated)	1%	3%	0.9%	20%	5%
COC(=O)c1sc(NC(=O)C2CCCO2)c(C(=O)OC)c1C (configuration not stated)	12%	-4%	2.5%	23%	-11%
OC(CNc1ccccc1)COc1ccc(OCC(O)CNc2ccccc2)cc1 (configuration not stated)	6%	?	5.3%	52%	3%
Cc1ccc(S(=O)(=O)N2CCOCC2)cc1NC(=O)CSc1nc(N)cc(=O)[nH]1	-18%	2%	?	-1%	28%
CCOC(=O)N1CCN(c2c(NCCN3CCN(c4ccccc4F)CC3)c(=O)c2=O)CC1	-11%	9%	0.7%	4%	10%
Cc1nn(CC(=O)OC(C)C(=O)Nc2ccccc2[N+](=O)[O-])c(C)c1[N+](=O)[O-] (configuration not stated)	5%	-28%	i	-10%	-10%
O=C(NCCNC(=O)C(F)(F)F)c1ccncc1	-2%	2%	i	-7%	-8%
O=C(COc1cccc2ccccc12)NNC(=O)C1CCCO1 (configuration not stated)	-4%	-3%	2.5%	-6%	3%
Cc1ccc(S(=O)(=O)CCC(=O)OCc2cc(C)ccc2C)cc1	-8%	?	2.6%	-5%	2%
CC(C)N1CC(C(=O)Nc2ccc(Cl)c([N+](=O)[O-])c2)CC1=O (configuration not stated)	-4%	5%	0.4%	-3%	2%
COc1cc(C(=O)OC2CC3CCC2(C)C3(C)C)ccc1OC(C)=O (configuration not stated)	-5%	-11%	3.3%	-16%	1%
CC1CN(C(=O)c2ccc(S(=O)(=O)Nc3cccc(C(F)(F)F)c3)cc2)CC(C)O1 (configuration not stated)	-15%	5%	i	10%	-12%
CCOc1ccc(OCCCCn2cnc3ccccc3c2=O)cc1	1%	7%	2.2%	29%	4%
The listing continues:
SMILES	H1N1 NS1A inhibition	H37Rv inhibition	VEEV TC-83 Vero	M. tuberculosis	PhoP GFP inhibition	others
COc1ccccc1NS(=O)(=O)c1cc(NC(=O)CCNC(C)=O)ccc1C	11%	-3%	1.0%	2%	-5%
O=C(NC(Nc1nc2ccccc2s1)(C(F)(F)F)C(F)(F)F)c1ccccc1	1%	-3%	1.1%	-22%	7%
Cc1cc(Nc2nc3ccccc3[nH]c2=O)n(-c2ccccc2)n1	-2%	-5%	?	·	-9%
NC(=O)c1ccsc1NC(=O)COC(=O)COc1ccccc1F	-13%	-2%	3.8%	-5%	-11%
CC(=O)Nc1ccc(NC(=O)CN(C)S(=O)(=O)c2ccc3c(c2)CCC(=O)N3)cc1	-3%	-3%	2.2%	-2%	-5%
CCc1nnc(NC(=O)CSc2nnc(-c3cccnc3)n2C)s1	·	0%	i	-2%	5%
